Screening results from PubChem.
HIF-2a inh: HIF-2a inhibition | 786-0 RCC cells HIF-2a reporter, luciferase luminescence, overnight | 360,000 tested, 0.72% active | inhibition, % at 18.8 µM;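 active = inhibition of the luminescence signal of 40% or more relative to plate controls, in a single-dose primary screen at 18.75 µM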
Shn3 inh set2: Schnurri-3 reporter inhibition in Clone20 osteoblasts; AID 588674; 360,000 tested, 0.52% active; inhibition, % at 12.5 µM; Clone20 osteoblast Shn3 3'UTR firefly luciferase, 24 h;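 active = mean inhibition of at least 75% with every replicate also reaching 75%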;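 note: 0% = median of neutral control wells and 100% = pilot-screen positive control compound; some compounds past the cut are filed as inactive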
HTR2A ag: mouse HTR2A agonism via beta-arrestin recruitment; activation, % at 7.6 µM; CHO-K1 mHTR2A beta-arrestin complementation, luminescence; percent of 30 µM serotonin response; 360,000 tested, 0.66% active; P35363; AID 624169;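 active = activation above a run cutoff, the mean activation of all tested compounds plus 3 SD, cut at about 14% in these data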;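 note: 0% = plate median of compound wells and 100% = 30 µM serotonin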
Target sequence (P35363 whole entry, looked up): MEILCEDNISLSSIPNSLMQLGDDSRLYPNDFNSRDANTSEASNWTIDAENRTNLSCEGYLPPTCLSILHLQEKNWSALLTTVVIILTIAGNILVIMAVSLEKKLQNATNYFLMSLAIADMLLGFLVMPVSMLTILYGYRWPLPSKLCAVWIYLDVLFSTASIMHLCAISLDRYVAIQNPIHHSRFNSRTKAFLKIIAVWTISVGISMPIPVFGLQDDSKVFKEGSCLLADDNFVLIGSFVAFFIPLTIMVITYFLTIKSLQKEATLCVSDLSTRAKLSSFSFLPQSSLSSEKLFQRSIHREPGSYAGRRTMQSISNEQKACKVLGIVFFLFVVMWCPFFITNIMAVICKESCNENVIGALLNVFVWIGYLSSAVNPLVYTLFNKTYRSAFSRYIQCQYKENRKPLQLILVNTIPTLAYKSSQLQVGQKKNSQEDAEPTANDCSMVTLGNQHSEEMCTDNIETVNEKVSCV
hiPSC survival: enhancers of human iPSC single-cell survival; hiPSC single-cell survival, ATPlite luminescence; 100% = ROCK inhibitor wells, 0% = DMSO; survival enhancement, % at 20 µM; 360,000 tested, 0.044% active; in the data active = survival enhancement above about 18%;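 note: cells exposed to compounds for 16 hours before the ATP read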
CaV13 ICDI inh: Primary screen for inhibitors of IQ motif and Ca2+-dependent inactivation inhibitor domain binding in CACNA1D, Förster resonance energy transfer in living cells, …; HEK cells, CFP/YFP FRET ICDI-IQ, plate reader, 10 min; percent FRET-ratio fall versus neutral wells; inhibition, % at 12.3 µM; 340,000 tested, 0.098% active; AID 743397;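 active = mean replicate inhibition of at least 30% and at least 1% of replicates passing that level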;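 note: 0% = median of the neutral control wells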
MITF TRPM1 inh: reduces MITF-dependent TRPM1 promoter luciferase signal; SK-MEL-5 TRPM1 promoter luciferase, 24 h; inhibition, % at 12.5 µM; 330,000 tested, 0.83% active; AID 488899;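 active = mean inhibition across replicates of 60% or more, whatever share of single replicates reaches that level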; note: values of inactives mirror those of a sister screen read the other way
NR2E3 ag-1: activates human NR2E3 receptor | Q9Y5X4 | CHO-S Gal4-NCOR/VP16-NR2E3 two-hybrid, luciferase | inhibition of corepressor binding, % at 3.98 µM | 360,000 tested, 0.35% active | AID 602229;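 active = inhibition above the mean of all tested compounds plus 3 SD, cut at about 70% in these data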;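 note: 0% = DMSO with NR2E3 transfected cells and 100% = cells lacking NR2E3 construct; higher means lower luciferase signal from less NR2E3 corepressor binding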
Peg3 promoter: Peg3 promoter activity inhibition; HeLa PEG-Prom luciferase reporter, luminescence, overnight; inhibition, % at 20 µM; 360,000 tested, 1.7% active; AID 588405;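 active = inhibition of at least 50% at 20 µM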
PDI inh: inhibitors of human protein disulfide isomerase | P07237 | PDI insulin aggregation turbidity, A650, 90 min | inhibition, % at 10 µM | 350,000 tested, 0.052% active | AID 588391;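 active = mean inhibition across replicates of 30% or more, whatever share of single replicates reach that level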;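 note: absorbance from insulin aggregation driven by PDI reduction with DTT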
Target sequence (P07237 whole entry, looked up): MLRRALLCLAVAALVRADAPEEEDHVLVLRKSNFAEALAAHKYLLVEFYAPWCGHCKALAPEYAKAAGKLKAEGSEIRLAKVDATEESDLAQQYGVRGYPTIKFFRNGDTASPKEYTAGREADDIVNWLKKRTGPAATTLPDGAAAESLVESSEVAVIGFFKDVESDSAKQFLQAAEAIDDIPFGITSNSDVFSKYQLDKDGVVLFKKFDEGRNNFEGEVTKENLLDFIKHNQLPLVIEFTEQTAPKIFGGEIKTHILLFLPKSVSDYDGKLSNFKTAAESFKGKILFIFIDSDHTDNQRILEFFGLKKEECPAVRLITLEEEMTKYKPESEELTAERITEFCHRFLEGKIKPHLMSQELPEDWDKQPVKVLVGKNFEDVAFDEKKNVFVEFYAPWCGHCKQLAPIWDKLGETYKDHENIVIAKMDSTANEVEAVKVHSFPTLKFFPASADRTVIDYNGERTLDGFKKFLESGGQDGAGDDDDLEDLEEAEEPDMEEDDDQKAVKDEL
NR2E3 ag-2: NR2E3 (human) agonism. Q9Y5X4. GST-NR2E3/biotin-RetCOR TR-FRET, 1536-well. inhibition of corepressor binding, % at 4.78 µM. 320,000 tested, 0.12% active. AID 2300;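 active = percent inhibition above the cutoff of mean plus 3 SD of all tested compounds, set per screening campaign, cut at about 20% in these data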;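 note: 0% = DMSO wells and 100% = biotin wells as full block of FRET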
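Test system: GST-NR2E3 and biotin-RetCOR proteins | Quantity: 1.35 nM GST-tagged NR2E3 final | Medium: Tris pH 7.5 | Also added: 7 nM biotin-RetCOR | Dosing: Compound at 4.8 µM, single dose | Timing: 5 h at 4 °C | Detection: Time-resolved FRET | Read-out basis: Percent inhibition | Benchmarks: Biotin wells as high control, 0.6% DMSO wells as low control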
H9c2 protect: myocardial damage modulation in H9c2 cells; H9c2 cardiomyocytes, H2O2 injury protection, ATPLite, 2 h; protection from H2O2 cell death, % at 20 µM; 360,000 tested, 0.63% active;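 active = compounds giving at least 50% protection of heart cells from peroxide-induced death in the single-dose screen, raw or plate-pattern-corrected value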;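 note: 0% = DMSO wells with peroxide and 100% = DMSO wells without peroxide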
Starred values were filed as active, the others as inactive; · = not tested or not shown. Random draw from the library; about 3.9% have a hit in one of these screens.

smiles,HIF-2a inh,Shn3 inh set2,HTR2A ag,hiPSC survival,CaV13 ICDI inh,MITF TRPM1 inh,NR2E3 ag-1,Peg3 promoter,PDI inh,NR2E3 ag-2,H9c2 protect
O=C(O)C1CCN(C(=O)COc2ccc(Br)cc2)CC1,19,-1,5,2.2,-6,0,5,-6,-1,1,3
COc1ccc(OC)c(NC(=O)C2CCN(c3ncccn3)CC2)c1,11,20,-3,-1.5,-6,-6,-12,14,-5,-1,0
Cc1nn(-c2ccc(F)cc2)c(Cl)c1/C=N/NC(=O)c1cccc(S(=O)(=O)N2CCCC2)c1,20,-14,-1,-0.9,-5,10,-23,40,-2,-4,-2
CC1CN(S(=O)(=O)c2ccc(C(=O)NC3CCCCC3)cc2)CC(C)O1 (centres undefined),11,1,-4,-0.1,-8,2,-7,4,-5,·,-1
O=C(Nc1ccccc1F)c1ccc([N+](=O)[O-])s1,-122,-13,4,-1.1,-4,33,-8,-128,13,5,0
COc1ccc(CNC(=O)CCN2C(=S)NC(C)(C)CC2C)cc1 (centres undefined),13,29,-2,-0.7,-7,-6,2,7,3,-2,3
Cc1ccc(-c2nc(C#N)c(N3CCC(C(N)=O)CC3)o2)cc1,-5,5,-5,-0.4,-3,0,-20,-2,-4,-2,-2
COc1ccc(C(O)c2ncc(-c3ccccc3)[nH]2)cc1 (centres undefined),-56,4,6,5.2,-12,·,-15,-3,-1,·,1
O=C(NCCC(=O)N(CCc1ccccc1)Cc1ccccc1)c1ccccc1Cl,8,8,-4,0.3,-13,2,-20,8,-3,-2,1
COc1ccc(C(O)C(CN2CCOCC2)c2ccccc2)cc1F (centres undefined),5,9,8,1.2,-5,6,15,12,10,3,4
CC(C)CN(CC(C)C)S(=O)(=O)N1CCC(C(=O)NCc2ccc3c(c2)OCO3)CC1,9,15,5,1.3,10,-12,16,14,10,1,-6
COc1cccc(CN(C)CCCn2cnc(C(=O)Nc3ccc(C)c(C)c3)n2)c1,-8,-1,-6,1.7,-2,-7,8,-7,3,·,7
O=C(Nc1ccc(Cl)cn1)c1ccc(Oc2ccccc2)cc1,-293,-19,-2,-0.1,-2,-82,-7,-310,-2,-2,-10
O=C(Nc1cccc(S(=O)(=O)NC2=NCCCCC2)c1)c1cc(-c2ccc(Cl)cc2)nc2ccccc12,-24,29,2,-0.1,-5,-3,-1,10,14,5,2
Cc1ccc(NC(=O)c2cc(S(=O)(=O)N3CCCC3)cn2C)cc1C,13,13,-9,-4.0,-8,4,-3,35,·,0,-9
O=C(Nc1ccc2c(c1)[nH]c(=O)c1ccccc12)C(F)(F)F,-73,-25,-3,-0.1,-7,-2,15,7,-1,·,64*
O=C(C=Cc1ccc(Cl)s1)c1ccc(Cl)s1,-43,-12,2,-0.1,-6,-21,-53,-11,-17,·,-5
O=C(C(c1ccccc1)c1ccccc1)N(Cc1ccco1)C1CCS(=O)(=O)C1 (centres undefined),21,7,4,3.2,-5,-4,-6,12,14,-4,3
N=c1oc2ccc3ccccc3c2cc1-c1nnc2n1CCCCC2,-13,-1,1,0.6,-4,-11,-19,-10,2,3,1
CCCn1c(NC(=O)c2ccc(C)cc2)nc2ccccc21,-154,-20,1,-3.1,·,-24,-23,-131,1,4,39
O=C(OCc1ccccc1)C1=[N+]([O-])OC(C(=O)OCc2ccccc2)C1c1c[nH]c2ccccc12 (centres undefined),14,1,-1,2.2,·,-2,-28,21,-4,-1,11
COc1ccc(N2C3=C(CC4=C2CC(C)(C)CC4=O)C(=O)CC(C)(C)C3)cc1,30,-21,-5,-0.1,-8,87*,-2,-15,4,0,-4
COc1ccc(C2/C=C\CN(C(=O)Nc3ccccc3-c3ccccc3)CC(=O)N2Cc2ccc(F)cc2)cc1 (centres undefined),9,-1,-11,-1.1,·,-1,10,24,1,1,1
O=C(CNC(=O)C12CC3CC(CC(C3)C1)C2)N1CCN(S(=O)(=O)c2cccs2)CC1,15,9,-2,1.9,-4,-4,-18,17,19,-1,2
Cc1noc(C)c1C(=O)Nc1ccc(N(C)C)cc1,-9,-1,6,-0.5,·,2,-17,11,-1,-3,-4
CCC(C)n1nccc1NC(=O)C(C)Cl (centres undefined),17,-29,0,1.0,-18,-5,1,4,5,-1,-2
CC1(C)CC(=O)C=C(c2cccc3c2oc2ccccc23)C1,-159,-25,4,-2.9,-3,-10,-2,-95,3,-1,-5
Cc1ccccc1OCC(=O)Nc1cc(Cl)ccc1Oc1ccccc1,16,19,2,2.2,-3,13,3,1,5,0,-6
Cc1ccc(CC23CN4CCN(CC(C4)C2O)C3)c(C)c1 (centres undefined),11,3,2,-2.6,-7,5,10,2,-2,2,2
Cn1cccc1CC(=O)N/N=C/C=C/c1ccco1,3,6,-1,4.3,-3,-37,-29,-7,-2,0,3
COc1cc(/C=C2\C(=N)N3N=C(CC(=O)N4CCOCC4)SC3=NC2=O)cc(OC)c1OC,11,-27,1,0.5,-2,-2,-23,-2,11,0,2
O=C(Nc1ccc(N2CCN(c3ccc(O)cc3)CC2)cc1)Oc1ccccc1,-28,-8,-5,2.0,-8,-4,-33,7,-1,1,0
COc1cc(/C=C/C(=O)OCC(=O)Nc2ccc([N+](=O)[O-])cc2)ccc1O,11,5,-6,0.3,-4,9,-7,5,1,2,5
CCOC(=O)N1CCN(C(=O)c2ccc(CNS(=O)(=O)c3ccc(NC(C)=O)cc3)cc2)CC1,9,2,9,-0.2,-5,1,-32,-2,-8,0,-4
COc1ccc(S(=O)(=O)N(C)C)cc1NC(=O)CSc1ncccn1,10,4,-7,-0.2,2,0,16,-3,-2,3,8
CC(C)OC(=O)/C(=C/c1ccc(Br)cc1)NC(=O)c1ccco1,8,-13,-1,-1.7,-19,1,4,7,-9,-1,-2
CCOc1ccc(CCNC(=O)COC(=O)c2ccc(C)s2)cc1OCC,9,-7,4,0.3,·,4,13,8,-3,0,-3
CCCCn1nc2cc(C(=O)NCCc3cccs3)ccc2c1OCC,-133,-18,-6,0.0,-6,-32,-16,-91,-6,2,0
CC(=O)Nc1ccc(C(=O)N/N=C(\C)CC(=O)Nc2ccc(OCc3ccccc3)cc2)cc1,-88,-5,-5,-3.3,-19,-30,-38,-84,-6,5,9
Cc1nc(NC(=O)c2ccc(F)cc2)nc2cc3c(cc12)OCO3,-74,-4,-3,-2.0,-8,-15,11,-69,2,-3,8
C[C@@H]1C(NC(=O)c2ccccc2)CC2CC1C2(C)C (some centres undefined),-23,0,-1,-0.4,-19,4,2,-21,-3,7,-1
COc1ccc2oc(C(=O)OCC(=O)N3C(C)CCCC3C)c(C)c2c1 (centres undefined),-138,-10,0,0.8,·,-16,-21,-78,4,3,0
N#Cc1c(-c2ccccc2)nc(-c2ccccc2)nc1N1CCOCC1,7,13,-1,4.9,·,-31,-18,-10,-11,1,12
CN(CC1COc2ccccc2O1)C(=O)c1ccc(Cl)c(S(=O)(=O)N2CCCCCC2)c1 (centres undefined),10,6,-6,1.8,-3,10,-9,17,-8,-2,-6
COc1cc(NC(=S)NC2CC2)c(OC)cc1Cl,16,8,0,-1.5,-18,1,-19,-4,-1,5,-5
O=C(CCN1CCOCC1)NC1CCCN(Cc2ccccc2F)C1 (centres undefined),5,-3,-1,-0.3,-9,2,10,1,3,0,8
Cc1noc(C)c1S(=O)(=O)N(CC(=O)NCc1ccc(Cl)cc1)c1ccc2c(c1)OCO2,14,4,11,1.8,-14,2,9,-2,2,2,0
COc1ccccc1C(=O)Nc1cc(-c2ccc(C)cc2)no1,-276,-83,-1,-0.4,-18,-37,-127,-200,2,0,-10
COc1ccc(C(CNC(=O)c2ccc(NS(=O)(=O)c3ccc(F)c(C)c3)cc2)N2CCCC2)cc1 (centres undefined),1,11,-8,-0.4,-2,-58,6,-2,13,·,4
Cc1ccc(NC(=O)Cc2csc(-c3ccccc3)n2)cc1F,-58,28,-1,2.4,-3,4,9,-9,-2,0,-18
O=C(N/N=C1\C/C(=N\NC(=O)c2ccncc2)c2ccccc21)c1ccncc1,14,-21,-4,-0.4,-5,1,-26,-23,5,7,-16
COc1ccc(N2CCN(C(=O)c3sc4ncn(CC(=O)N5CCCCC5C)c(=O)c4c3C)CC2)cc1 (centres undefined),3,-24,-4,-0.5,-3,1,1,-8,1,1,1
COc1ccc(F)cc1C(=O)C1CCCN(C(=O)CSc2ccccn2)C1 (centres undefined),11,26,3,0.6,-20,10,-23,0,6,5,-4
Cc1c(F)cccc1NS(=O)(=O)c1ccc(N2CCCC2=O)cc1,6,-3,4,1.4,-2,9,17,0,6,·,-4
CCN1CCN(C(=O)c2ccc3c(c2)c(C)c(C)n3Cc2ccccc2)CC1,-13,2,-10,1.6,-18,-19,-25,-10,-4,4,4
O=C(C1CCN(Cc2ccccc2)CC1)N1CCN(C/C=C/c2ccccc2)CC1,12,1,-3,2.7,-4,-18,10,13,0,-3,9

The results go on:
smiles,HIF-2a inh,Shn3 inh set2,HTR2A ag,hiPSC survival,CaV13 ICDI inh,MITF TRPM1 inh,NR2E3 ag-1,Peg3 promoter,PDI inh,NR2E3 ag-2,H9c2 protect
Fc1ccc(NC(=S)NC23CN4CN(CN(C4)C2)C3)cc1,9,-16,2,4.2,-7,5,-17,-3,-5,-1,4
COc1ccc(OCC(=O)Nc2ccc(C)c(S(=O)(=O)N(C)C)c2)cc1,7,15,-2,-0.9,-4,5,8,5,4,3,-8
CCOC(=O)c1ccc(NCc2ccncc2)cc1,-1,18,-2,1.4,·,-6,-7,1,2,-2,-4
C/C(N)=C(/C#N)C(=O)CSc1nnc(C)n1-c1ccccc1,5,-2,1,0.0,1,13,0,19,0,1,0
COc1ccc(NC(=S)N=Nc2c(O)[nH]c3ccccc23)cc1,-48,62,-5,0.4,0,9,-9,-18,-6,2,23
CC(=O)NCCNc1nc2cc(-c3ccsc3)sc2c(=O)n1C,-8,3,-5,-1.2,-8,·,4,-10,-1,·,4
Nc1c(C(=O)C2CC2)sc2nc(-c3ccccc3)cc(C(F)(F)F)c12,-6,23,5,0.2,-7,0,-8,-9,-2,1,-5
O=C(O)CCSCCCN1C(=O)c2cccc3cccc(c23)C1=O,12,3,1,0.5,-3,1,-22,11,3,1,18
